# High-throughput results as filed in PubChem.
# PfHsp90 set2: reduces growth (ATP signal) of yeast expressing P. falciparum Hsp90. S. cerevisiae expressing PfHsp90, BacTiter-Glo ATP, 48 h; yeast lacking PDR1 and PDR3 efflux regulators. inhibition, % at 9.4 µM. 0.32% of 310,000 active;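 active = every replicate shows inhibition above about 80%, whatever the replicate mean, limit read from the data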;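 note: 0% = DMSO neutral controls and 100% = 20 µM radicicol positive controls; yeast relying on Plasmodium falciparum Hsp90 in place of its own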
# OPRM1-OPRD1 ag: agonists of human mu-delta opioid receptor heterodimerization; cells, OPRM1-OPRD1 heterodimerization, luminescence; activation, % at 9.3 µM; 0.3% of 340,000 active; AID 504326; in the data active = activation above about 18%;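 note: 0% = vehicle-treated cells and 100% = reference agonist; values of inactives mirror those of a sister screen read the other way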
# Target sequence (P35372 whole entry, looked up): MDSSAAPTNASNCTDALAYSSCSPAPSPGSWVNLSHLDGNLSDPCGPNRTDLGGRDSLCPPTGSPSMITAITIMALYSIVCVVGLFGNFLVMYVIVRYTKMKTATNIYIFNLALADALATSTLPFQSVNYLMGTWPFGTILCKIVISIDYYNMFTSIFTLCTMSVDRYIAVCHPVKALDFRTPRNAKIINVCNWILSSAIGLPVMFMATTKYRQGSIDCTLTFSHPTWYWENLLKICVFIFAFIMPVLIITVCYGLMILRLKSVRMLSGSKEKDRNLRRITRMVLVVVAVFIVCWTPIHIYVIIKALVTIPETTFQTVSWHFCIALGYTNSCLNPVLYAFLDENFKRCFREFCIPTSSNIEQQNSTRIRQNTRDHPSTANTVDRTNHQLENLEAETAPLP
# Target sequence (P41143 whole entry, looked up): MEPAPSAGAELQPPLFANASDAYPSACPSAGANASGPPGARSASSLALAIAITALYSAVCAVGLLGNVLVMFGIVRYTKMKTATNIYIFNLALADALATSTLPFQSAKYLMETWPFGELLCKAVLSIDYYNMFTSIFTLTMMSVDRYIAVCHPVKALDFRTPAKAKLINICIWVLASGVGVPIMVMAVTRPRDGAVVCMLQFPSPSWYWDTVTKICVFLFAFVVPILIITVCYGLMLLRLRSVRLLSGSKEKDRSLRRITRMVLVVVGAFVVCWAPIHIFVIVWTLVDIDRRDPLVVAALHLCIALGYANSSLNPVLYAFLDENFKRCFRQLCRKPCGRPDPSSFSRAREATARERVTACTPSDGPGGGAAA
# AddAB inh: less growth of phage-infected E. coli with AddAB; E. coli expressing H. pylori AddAB, absorbance growth; AID 435030; 0.29% of 330,000 active; inhibition, % at 11.9 µM; in the data active = inhibition above about 12%;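 note: 0% = vehicle wells of infected cells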
# Mot1-301 SUMO: inhibitors of SUMOylation pathway: yeast Mot1-301 growth rescue; S. cerevisiae Mot1-301 growth rescue, ATP luminescence, 38.5C; percent above DMSO median, 100 means doubled; AID 2716; growth rescue, % at 18.8 µM; 1% of 320,000 active;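 active = every valid replicate shows activation above 250% relative to neutral control wells; inactive = the rest, any valid replicate at or below 250%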;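 note: OY570 slx delta 5 strain wells were the positive control but not used for scaling; some compounds called inactive have numbers as strong as hits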
# PKA-R2B act: PKA-R2B complex activation; P22694+P31323; PKA-R2B holoenzyme dissociation, Cy5-IP20 fluorescence polarization; R2B truncated from residue 108, S112A mutant; 0% DMSO only, 100% 113 µM cGMP; activation, % at 11.4 µM; 0.079% of 340,000 active;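 active = activation above a cutoff set at the mean over all compounds plus 3 SD, cut at about 18% in these data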;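 note: higher means more holoenzyme dissociation and a rise in polarization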
# HTR5A inv ag: counter-screen for OPRM1-OPRD1 inverse agonists: human HTR5A inverse agonism; AID 504634; inhibition, % at 9.3 µM; 0.083% of 340,000 active; HTR5A cell line, luminescence; P47898; in the data active = inhibition mostly above about 23%, no sharp cut-off; inactive = mostly below about 18%;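 note: 0% = cells with DMSO and 100% = no-cell wells with DMSO; some compounds called inactive have numbers as strong as hits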
# OPRM1-OPRD1 inv: mu-delta opioid heterodimer inverse agonism; P35372+P41143; cell-based MOR-DOR heterodimer luminescence; inhibition, % at 9.3 µM; 0.21% of 340,000 active; AID 504357; in the data active = inhibition above about 22%, passing the limit was not always enough;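 note: 0% = cells with DMSO and 100% = wells without cells with DMSO; values of inactives mirror those of a sister screen read the other way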
# Tat export inh: blocks Tat-dependent protein export in E. coli; E. coli MC4100 TorA-mCherry Tat export, fluorescence; AID 488895; inhibition, % at 10 µM; 0.036% of 340,000 active;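 active = mean replicate inhibition at least 50% and at least half of replicates individually reaching 50%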;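 note: exported cargo escapes ClpAP degradation while cytoplasmic cargo is degraded and loses fluorescence; 0% = median of neutral control wells and 100% = median of NaSCN control wells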
# phage Ecoli inh: E. coli growth loss with phage present | inhibition, % at 11.9 µM | 0.26% of 360,000 active | growth absorbance; in the data active = inhibition above about 11%
# Ecoli viability: bacterial growth inhibition, counter-screen for AddAB inhibitors; E. coli V3065 growth, OD600 absorbance, 18 h; inhibition, % at 11.9 µM; 0.27% of 330,000 active;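 active = inhibition above the campaign's mean inhibition across all tested compounds plus 3 SD, cut at about 9.9% in these data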;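 note: uninfected addAB+ strain grown without phage in ampicillin broth; 0% = DMSO wells and 100% = ciprofloxacin 0.95 µg/ml wells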
# PKA-R1A activ: activates the PKA-R1A holoenzyme complex. P00514+P68181. PKA-R1A dissociation, Cy5-IP20 fluorescence polarization; scaled: DMSO 0%, 113 µM cGMP 100%. activation, % at 11.4 µM. 0.083% of 340,000 active. AID 504707;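 active = percent activation above the mean of all tested compounds plus 3 SD, cut at about 19% in these data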;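 note: higher means more PKAc released from R1A so a rise in polarization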
# An asterisk follows results filed as active; . = not tested or not shown.
# A first look (6 entries):
SMILES,PfHsp90 set2,OPRM1-OPRD1 ag,AddAB inh,Mot1-301 SUMO,PKA-R2B act,HTR5A inv ag,OPRM1-OPRD1 inv,Tat export inh,phage Ecoli inh,Ecoli viability,PKA-R1A activ
CCc1ccc(N2CC(C(=O)Nc3nccs3)CC2=O)cc1 (stereo unspecified),.,-1.9,3.2,62,-2,4,9,-1,2.6,2.9,-15
O=C1c2ccccc2C(=O)C1c1ccnc2ccccc12,9,-2.5,0.6,46,0,-14,13,-2,3.6,1.6,-8
COc1cc(OC)cc(C(=O)NCc2ccc3c(c2)OCO3)c1,0,-2.5,0.3,259,-11,-9,12,1,1.7,-0.6,-5
CC(C)N1C(=O)S/C(=C/c2ccccc2OCc2ccc(C(=O)O)cc2)C1=O,12,-1.3,-1.2,-1,1,10,7,12,2.7,-2.6,-4
Cc1ccc(S(=O)(=O)NCCC(=O)NNC(=O)COc2ccccc2Cl)cc1C,-23,-1.8,3.1,-4,5,8,7,2,2.4,1.5,-2
CNC(=S)NNC(=O)c1oc2nc(-c3ccccc3)cc(-c3ccco3)c2c1N,-3,-0.5,5.3,-6,-6,-25,2,-5,-0.5,-0.3,2

# Main list (from the top)
SMILES,PfHsp90 set2,OPRM1-OPRD1 ag,AddAB inh,Mot1-301 SUMO,PKA-R2B act,HTR5A inv ag,OPRM1-OPRD1 inv,Tat export inh,phage Ecoli inh,Ecoli viability,PKA-R1A activ
CCc1ccc(N2CC(C(=O)Nc3nccs3)CC2=O)cc1 (stereo unspecified),.,-1.9,3.2,62,-2,4,9,-1,2.6,2.9,-15
O=C1c2ccccc2C(=O)C1c1ccnc2ccccc12,9,-2.5,0.6,46,0,-14,13,-2,3.6,1.6,-8
COc1cc(OC)cc(C(=O)NCc2ccc3c(c2)OCO3)c1,0,-2.5,0.3,259,-11,-9,12,1,1.7,-0.6,-5
CC(C)N1C(=O)S/C(=C/c2ccccc2OCc2ccc(C(=O)O)cc2)C1=O,12,-1.3,-1.2,-1,1,10,7,12,2.7,-2.6,-4
Cc1ccc(S(=O)(=O)NCCC(=O)NNC(=O)COc2ccccc2Cl)cc1C,-23,-1.8,3.1,-4,5,8,7,2,2.4,1.5,-2
CNC(=S)NNC(=O)c1oc2nc(-c3ccccc3)cc(-c3ccco3)c2c1N,-3,-0.5,5.3,-6,-6,-25,2,-5,-0.5,-0.3,2
O=C(CCSc1nc(-c2ccc3c(c2)OCO3)cc(C(F)(F)F)n1)NCc1ccco1,8,1.7,0.8,8,-10,-17,-10,2,1.9,0.0,0
COCCN(Cc1ccccc1)C(=O)c1cccc(S(=O)(=O)N2CCN(c3ccc(F)cc3)CC2)c1,-7,-0.1,-0.5,7,4,11,1,0,-3.3,0.7,-4
Cc1sc2nc(CSc3ccccc3)nc(N3CCC(C(N)=O)CC3)c2c1C,15,0.1,4.1,11,-5,1,0,11,2.0,1.6,-7
CCOC(=O)NNC(=O)NCCCCCCNC(=O)NNC(=O)OCC,4,-0.6,0.7,-8,-3,-19,3,-6,1.9,-0.5,1
CCOc1ccc(C2CC(=O)NC2=O)cc1 (stereo unspecified),4,-2.6,-0.5,-3,-7,18,13,-2,3.6,-0.5,-4
O=c1[nH]c(CN2CCCC2)nc2sc3c(c12)CCC3,-12,-0.7,1.1,-5,-1,-5,4,-2,1.8,-0.2,2
Cc1nn(-c2ccccc2)c2sc(C(=O)N(CC(=O)NC3CCCC3)Cc3ccco3)cc12,-2,-2.0,.,.,-14,-16,9,0,2.3,.,-15
COc1cccc(/C=C/C(=O)NCc2cn3cc(Cl)ccc3n2)c1,0,0.2,-0.2,21,-10,-6,-1,3,1.4,1.0,-2
CCN1C(=O)C(CC(=O)NC2CCCCC2)N(CC)C1=O (stereo unspecified),-16,-2.4,-0.7,-3,-6,-44,14,2,-0.1,0.0,4
O=C(Cc1cccs1)N1CCN(c2cccc(Cl)c2)CC1,-34,-1.2,0.5,-24,-1,2,6,-3,3.8,0.2,-11
COc1cc(C(c2c(C)[nH][nH]c2=O)c2c(C)[nH][nH]c2=O)ccc1OC(C)C,13,0.6,0.6,22,6,12,-4,0,1.3,1.2,5
CC1CCN(C(=O)COC(=O)C2CCN(S(=O)(=O)c3ccc4c(c3)OCCO4)CC2)CC1,-21,-1.5,0.9,15,0,-7,8,5,1.2,-0.6,-6
O=C(O)CCC(=O)NNc1ncnc2ccccc12,-4,-2.5,5.5,49,-2,0,12,-4,3.2,2.5,-3
COc1ccc(NC(=O)C2c3cc(OC)c(OC)cc3C(=O)N(C)C2c2cccnc2)cc1OC (stereo unspecified),0,-1.7,0.7,-4,-14,8,10,-13,0.8,-1.3,-11
S=C(NCC1CCCO1)Nc1cccc(Cl)c1 (stereo unspecified),6,-0.3,3.2,-7,5,-9,1,7,2.2,0.7,-1
C=CC[n+]1c(-c2ccc(OCC)cc2)csc1NNC(=O)Nc1ccccc1,-1,5.1,-1.0,20,-9,-33,-30,-2,-0.2,-0.9,-3
COc1ccc(OC)c(-c2nnc(SCC(=O)N3CCOCC3)o2)c1,-13,-1.3,3.8,-7,-3,8,6,0,-0.5,-1.4,-2
CCOC(=O)[C@@H]1[C@H]2COc3cc(OC)ccc3[C@H]2N2C(=O)N(c3cccc(F)c3)C(=O)[C@]12C,-17,-2.4,0.2,-10,-3,6,14,-1,2.5,0.5,-2
COc1ccccc1NC(=S)N(CCN1CCCCCC1)Cc1cccs1,-8,-1.6,3.5,-21,1,1,7,-1,1.8,3.0,-11
Cc1nccn1CCCNC(=O)CC1C(=O)NCCN1Cc1ccccc1C(F)(F)F (stereo unspecified),10,-2.7,2.6,-12,-7,4,14,2,-1.4,1.6,-20
COc1ccc(CCNC(=O)C2CC3Cn4c(nc5ccccc54)C3N2c2ccccc2)cc1 (stereo unspecified),2,-0.8,-0.2,7,-14,20,4,5,1.8,-1.2,-14
O=C(c1cc(Br)ccc1OC(F)F)N1CCN2CCCC2C1 (stereo unspecified),13,-3.0,-3.0,-8,5,14,11,8,0.9,1.2,1
COc1ccc(OC)c2sc(NC(=O)C3CC3)nc12,4,-0.8,-0.6,-4,2,-32,4,6,1.6,-2.5,2
CCOP(=O)(c1ccccc1)C1(C#N)CCCC1 (stereo unspecified),16,-2.9,1.9,-9,-6,9,17,-5,1.0,-1.5,0
COc1cc(/C=N/Nc2ccc(C(F)(F)F)cn2)cc(OC)c1O,-21,2.1,.,.,-7,-17,-10,-7,4.3,.,-13
CC(=O)c1ccc(NC(=O)C2=CC(c3cccs3)=NS(=O)(=O)N2C)cc1,7,-0.9,1.3,25,-12,12,5,3,2.7,-1.4,-6
CNC(=O)CN1C(=O)C2C3C=CC(C3)C2C1=O (stereo unspecified),.,-1.6,0.9,-22,-5,-24,9,-4,2.6,1.0,1
Cc1cccc2cc(C#N)c(NCCNS(=O)(=O)c3ccccc3)nc12,-31,1.4,-0.4,4,1,9,-7,0,1.3,-0.3,-6
COC(=O)NCc1ccc(S(=O)(=O)N2CCOCC2)cc1,-3,-3.9,3.4,7,-6,8,18,-1,-0.1,-2.0,2
O=[N+]([O-])c1cc(S(=O)(=O)Nc2cccc(C(F)(F)F)c2)ccc1-n1nnc2ccccc21,-19,2.6,1.4,12,2,-14,-15,3,1.8,2.3,-16
CNC(=S)Nc1ccc2nc(C)oc2c1,.,0.3,1.8,-7,2,18,-2,-1,-0.5,-2.1,-5
CN(Cc1cn(C)nc1-c1cccc(Cl)c1)CC1CCCCO1 (stereo unspecified),-3,-2.7,0.3,-2,1,-5,14,-3,3.1,-0.7,2
COCC(C)N=C1NN=C(c2cc(C)n(Cc3ccccc3Cl)c2C)CS1 (stereo unspecified),-16,1.1,-0.7,5,-1,6,-7,2,5.4,-2.3,-3
CCCCN(C)CCC(=O)Nc1ccc(Cl)cc1,3,-1.2,4.2,-14,2,5,6,-3,2.7,2.2,-4

# Two successive records from above:
SMILES,PfHsp90 set2,OPRM1-OPRD1 ag,AddAB inh,Mot1-301 SUMO,PKA-R2B act,HTR5A inv ag,OPRM1-OPRD1 inv,Tat export inh,phage Ecoli inh,Ecoli viability,PKA-R1A activ
COc1cc(C(c2c(C)[nH][nH]c2=O)c2c(C)[nH][nH]c2=O)ccc1OC(C)C,13,0.6,0.6,22,6,12,-4,0,1.3,1.2,5
CC1CCN(C(=O)COC(=O)C2CCN(S(=O)(=O)c3ccc4c(c3)OCCO4)CC2)CC1,-21,-1.5,0.9,15,0,-7,8,5,1.2,-0.6,-6

# Other compounds
SMILES,PfHsp90 set2,OPRM1-OPRD1 ag,AddAB inh,Mot1-301 SUMO,PKA-R2B act,HTR5A inv ag,OPRM1-OPRD1 inv,Tat export inh,phage Ecoli inh,Ecoli viability,PKA-R1A activ
COC(=O)COc1ccc(S(=O)(=O)NC2CCCCCC2)cc1,4,2.9,0.4,-23,-5,-8,-17,-15,-0.3,-1.1,1
COC(=O)Nc1ccc(S(=O)(=O)Nc2ccc(O)cc2)cc1,2,-0.5,-0.9,-21,-5,13,3,0,2.8,-0.5,6
CCOCCOC(=O)CCSc1n[nH]c(=O)[nH]c1=O,-7,-1.3,3.3,22,0,16,7,-4,1.9,1.1,-3
CC(C)=NNc1nc(-c2ccc(N3C(=O)CCC3=O)cc2)cs1,4,-1.8,-2.6,0,-2,26,9,-1,-1.1,-2.3,12
CC(=O)n1cc(/C=C2/N=C(c3ccccc3)OC2=O)c2ccccc21,-1,-4.1,1.9,-16,3,6,22,6,2.8,-1.6,-1
O=C(OCc1cc(Cl)ccc1OC(F)F)c1cccnc1,0,-0.7,2.2,2,-6,-8,4,-8,4.3,-0.7,2
COc1ccc2[nH]c3c(c2c1)CCN1C(=O)N([C@@H](C)C(=O)NC2CC2)C(=O)[C@]31C,9,-2.0,1.9,-2,3,27,10,-3,-1.1,-2.0,-8
COc1ccc(C(=O)Nc2cc(C(C)=O)c(/C=C/N(C)C)oc2=O)cc1,.,-2.2,0.3,71,-2,10,11,-4,2.5,1.2,-3
CC1(C)Oc2ccc3ccc(=O)oc3c2C(/C=N/O)C1=O (stereo unspecified),-3,0.7,1.3,4,-12,7,-5,-3,3.2,-2.1,-11
CCOC(=O)C1C2C=CC3(CN(Cc4cccs4)C(=O)C13)O2 (stereo unspecified),-73,-1.9,-0.9,-6,0,-14,10,-8,1.9,-3.2,-5
O=Cc1c(Cl)cccc1Cl,40,-2.9,-1.5,-6,-5,1,16,-8,1.7,0.7,-4
CCN(CC)S(=O)(=O)c1cc([N+](=O)[O-])ccc1N=Nc1c(O)n(C)c2ccccc12,-16,-1.2,2.8,1,7,19,6,-1,4.0,-0.2,1
Nc1ccc(C(=O)N/N=C/c2cn(Cc3cccc(F)c3)c3ccccc23)cc1,-12,2.8,.,-8,-7,6,-15,0,3.6,.,4
COc1ccc(/C=C2\CCn3c2nc2cc(C(=O)O)ccc2c3=O)cc1,-2,-2.7,0.4,79,4,3,13,-1,0.8,1.3,3
CSCC[C@H](NC(=O)Nc1cccc(C(F)(F)F)c1)C(=O)O,-20,-3.3,-0.8,6,-6,5,16,-2,0.9,1.4,-3
